NALP1 inh: NALP1 inflammasome inhibitors in reconstituted yeast, colorimetric, S. cerevisiae, triplicate retest; AID 2071, 2009; S. cerevisiae NALP1/ASC/caspase-1 growth, X-gal OD620, 72 h; inhibition, % at 10 µM; hit rate 0.61% among 280,000; in the data active = inhibition mostly above about 24%, no sharp cut-off; inactive = mostly below about 32%; note: some compounds called inactive have numbers as strong as hits
SUMO HTRF inh: inhibitors of in vitro SUMOylation cascade, primary screen, biochemical, HTRF, uHTS | SUMO-conjugating enzyme UBC9 (Homo sapiens), P63279 | HTRF SUMOylation assay, SAE1/SAE2 + UBC9 | inhibition, % at 35 µM | hit rate 0.36% among 290,000 | AID 2006, 2009; in the data active = inhibition above about 50%, passing the limit was not always enough; note: strong numbers were not always called active
MEKK2 mut-MEK5: MEK5 binding signal on mutant MEKK2 PB1, primary screen, biochemical, multiplex bead flow cytometry, Alexa488-MEK5; percent response, % at 10 µM; hit rate 0.35% among 290,000; Alexa488-MEK5 binding to MEKK2 mutant; in the data active = percent response above about 24%, passing the limit was not always enough; note: inactives centre near 1; some results filed as inactive read as strong as hits; reference of the scale not given here
IDE inh: human IDE inhibitors in live cells, primary screen, fluorescence polarization, HEK cells, FAbetaB substrate | Insulin-degrading enzyme (Homo sapiens), P14735 | FAbetaB cleavage | inhibition, % at 5.59 µM | hit rate 0.41% among 320,000;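 active = percent inhibition above the average of all tested compounds plus 3 SD, set per screening campaign, cut at about 16% in these data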;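 note: IDE supplied by intact live HEK cells; FP after avidin binding of uncleaved biotin substrate so inhibition keeps polarization high; 0% = DMSO wells and 100% = 60 µM reference IDE inhibitor Ii1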
MEKK3 PB1 HTS: modulators of MEKK3-MEK5 PB1 binding, primary screen, biochemical, wildtype MEKK3, multiplex bead flow cytometry, Alexa488-MEK5; bead-based flow cytometry, Alexa488-MEK5 binding to MEKK3; actives lie on both sides; 0 = blocked by unlabeled MEK5, 100 = vehicle; binding response (% of control), % at 10 µM; AID 1529, 2009; hit rate 1.4% among 290,000;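 active = binding response more than 3 SD above or below the average of its plate-row segment, actives on both sides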;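 note: Alexa488 bead fluorescence after subtracting the streptavidin-only scavenger bead signal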
MEKK2 WT-MEK5: modulators of MEK5 binding to wildtype MEKK2, primary screen, biochemical, multiplex bead flow cytometry, Alexa488-MEK5; Mitogen-activated protein kinase kinase kinase 2 (Homo sapiens), Q9Y2U5; Alexa488-MEK5 binding to MEKK2 WT; actives lie on both sides; binding response (% of control), % at 10 µM; hit rate 1.1% among 290,000; in the data active = binding response below about 67% or above about 130%
pCIP destab: p/CIP-EGFP fusion destabilizers, primary screen, fluorescence, F442A cells | Q05BA5 | 16 h | decrease of EGFP signal, % at 10 µM | hit rate 0.01% among 290,000 | AID 1984, 2009;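 active = EGFP signal decrease of at least 30% at 10 µM or well 3 SD below plate mean, unless failing retest; inactive = the rest, including hits failing retest or dose response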; note: some compounds called inactive have numbers as strong as hits; many of its hits are not listed in these tables
IDE cell activ: human IDE activators in live cells, primary screen, fluorescence polarization, HEK cells, FAbeta-B substrate; Insulin-degrading enzyme (Homo sapiens), P14735; FAbeta-B cleavage; 0% vehicle, 100% cell-free pure enzyme wells; activation, % at 5.96 µM; hit rate 0.073% among 340,000; AID 493087, 2011;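 active = activation above the mean of all tested compounds plus 3 SD, set per screening campaign, cut at about 17% in these data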
PfM18AAP inh: PfM18AAP inhibitors, malaria aminopeptidase, primary screen, biochemical, QFRET, recombinant enzyme; hit rate 1.2% among 290,000; AID 1822, 2009; M18 aspartyl aminopeptidase (Plasmodium falciparum 3D7); inhibition, % at 7.35 µM; H-Glu-NHMec fluorogenic cleavage;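 active = inhibition above the campaign mean inhibition over all tested compounds plus 3 SD, cut at about 28% in these data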;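 note: 0% = plate median of test compound wells and 100% = 2 mM ZnCl2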
* = called active by the depositor; nt = not tested or not shown. This is a subset; the hit share may differ from the screen's.

SMILES	NALP1 inh	SUMO HTRF inh	MEKK2 mut-MEK5	IDE inh	MEKK3 PB1 HTS	MEKK2 WT-MEK5	pCIP destab	IDE cell activ	PfM18AAP inh
COC(=O)c1c(C)nc2ccccc2c1C(=O)O	-1.3	6.5	nt	6.6	nt	nt	-6.9	3.2	-5.5
Cc1cccc(NC(=O)c2cc(N3C(=O)CCC3=O)ccc2Cl)n1	4.2	10.6	5.0	4.9	105.0	101.0	-8.6	-1.5	-0.7
Cc1c[n+]([O-])n(-c2ccc(C(=O)O)cc2)n1	-4.9	4.8	4.0	-3.3	106.0	103.0	4.9	5.3	0.2
Cc1ccc(CS(=O)(=O)CCC(=O)NCCC2=CCCCC2)cc1	0.0	11.0	0.0	-0.9	101.0	105.0	-2.7	4.3	-4.8
COC(=O)c1cc(-c2cccc(OC)c2)c2c(=O)[nH]c(=O)n(C)c2n1	24.8	12.0	6.0	-5.0	102.0	99.0	-8.9	-1.8	-5.6
CCCc1nc(SCC(=O)NC2CC2)c2c(C)c(C)sc2n1	-19.7	1.1	-1.0	-3.3	101.0	100.0	-9.4	6.0	0.5
O=C(Cn1ncc2c(=O)oc3ccccc3c21)NCc1cccnc1	3.9	-7.5	-5.0	-3.1	102.0	108.0	1.8	-1.4	-4.6
Oc1ccc2ccccc2c1N=Nc1ccccn1	18.0	-39.3	18.0	11.7	120.0	120.0	-30.4	-16.9	10.5
Cc1ccc(NS(=O)(=O)c2ccc(CCC(=O)NC3CC3)cc2)cc1	1.0	3.6	3.0	6.8	98.0	99.0	-6.1	0.8	-2.2
CCCN1CNC(=S)N(CC2CCCO2)C1 (stereo not given)	5.4	1.0	-2.0	3.1	94.0	99.0	-4.6	3.1	-12.9
CCOC(=O)c1ccc(N2C(=O)c3n[nH]c(C)c3C2c2ccco2)cc1 (stereo not given)	15.6	17.8	2.0	4.0	101.0	98.0	-10.0	-2.4	0.3
CCOC(=O)C1CCN(C(=O)c2ccc(Cl)c(S(=O)(=O)N3CCCC3)c2)CC1	-8.3	-7.1	-2.0	7.2	97.0	98.0	-9.0	-4.4	-1.6

3 compounds out of the list, arranged by count of non-hydrogen atoms, falling.
SMILES	NALP1 inh	SUMO HTRF inh	MEKK2 mut-MEK5	IDE inh	MEKK3 PB1 HTS	MEKK2 WT-MEK5	pCIP destab	IDE cell activ	PfM18AAP inh
CCOC(=O)C1CCN(C(=O)c2ccc(Cl)c(S(=O)(=O)N3CCCC3)c2)CC1	-8.3	-7.1	-2.0	7.2	97.0	98.0	-9.0	-4.4	-1.6
Cc1ccc(NS(=O)(=O)c2ccc(CCC(=O)NC3CC3)cc2)cc1	1.0	3.6	3.0	6.8	98.0	99.0	-6.1	0.8	-2.2
Cc1ccc(CS(=O)(=O)CCC(=O)NCCC2=CCCCC2)cc1	0.0	11.0	0.0	-0.9	101.0	105.0	-2.7	4.3	-4.8

Limited to pCIP destab (3 entries from above):
mol | pCIP destab
Oc1ccc2ccccc2c1N=Nc1ccccn1 | -30.4
Cc1cccc(NC(=O)c2cc(N3C(=O)CCC3=O)ccc2Cl)n1 | -8.6
Cc1c[n+]([O-])n(-c2ccc(C(=O)O)cc2)n1 | 4.9

Back to the main list with the 4 entries that preceded the break.
SMILES	NALP1 inh	SUMO HTRF inh	MEKK2 mut-MEK5	IDE inh	MEKK3 PB1 HTS	MEKK2 WT-MEK5	pCIP destab	IDE cell activ	PfM18AAP inh
Cc1ccc(NS(=O)(=O)c2ccc(CCC(=O)NC3CC3)cc2)cc1	1.0	3.6	3.0	6.8	98.0	99.0	-6.1	0.8	-2.2
CCCN1CNC(=S)N(CC2CCCO2)C1 (stereo not given)	5.4	1.0	-2.0	3.1	94.0	99.0	-4.6	3.1	-12.9
CCOC(=O)c1ccc(N2C(=O)c3n[nH]c(C)c3C2c2ccco2)cc1 (stereo not given)	15.6	17.8	2.0	4.0	101.0	98.0	-10.0	-2.4	0.3
CCOC(=O)C1CCN(C(=O)c2ccc(Cl)c(S(=O)(=O)N3CCCC3)c2)CC1	-8.3	-7.1	-2.0	7.2	97.0	98.0	-9.0	-4.4	-1.6
COc1ccccc1-n1nnnc1SCc1ccccc1	nt	-7.1	9.0	2.1	107.0	110.0	-8.0	4.3	1.0
COc1cc(/C=C/c2ccc3cccc(O)c3n2)c(Br)cc1O	-16.7	21.8	4.0	2.1	108.0	104.0	-41.6	-7.7	-9.2
O=C1CCC(/C=C/c2ccccc2)=NN1Cc1ccccc1Cl	3.5	-14.3	16.0	-9.2	104.0	105.0	4.0	5.0	4.3
CCn1cc(C(=O)NN)c(=O)c2cc(F)c(N3CCOCC3)cc21	-4.2	3.2	6.0	-2.1	102.0	106.0	-2.3	0.4	8.2
CCOC(=O)c1oc2c(c1C)/C(=N/O)CCC2	-1.3	22.9	nt	2.0	nt	nt	-28.5	0.7	6.6
C=CCOC(=O)C1=C(C)N(C)C(=O)NC1c1cc2c(cc1Br)OCO2 (stereo not given)	11.3	10.5	-1.0	4.4	98.0	96.0	-3.6	0.5	-6.1
O=S(=O)(c1ccc(Br)c2nsnc12)N1CCOCC1	29.7	6.2	-3.0	9.3	92.0	93.0	-6.3	0.1	-4.2
Cc1ccc2c(c1)c(C)c(C)n2CC(O)CN1CCCCC1C (stereo not given)	-7.9	4.4	7.0	-0.2	116.0	128.0	-6.1	-0.7	-1.6
CSc1ccccc1C(=O)Nc1ccccc1C	15.4	4.5	2.0	-1.7	101.0	102.0	5.1	-0.5	-9.0
Clc1ccc(Nc2ncnc3c2cnn3-c2ccccc2)cc1	nt	-18.1	-4.0	1.6	100.0	102.0	-0.7	-8.5	4.8
NC(CS(=O)O)C(=O)O (stereo not given)	nt	nt	2.0	1.7	105.0	107.0	nt	6.4	nt
COc1ccc(CCC(=O)NCCc2ccc(Cl)cc2)cc1	5.9	-10.1	-4.0	1.0	98.0	96.0	-7.6	3.2	-0.3
O=C1NN(c2ccccc2)C(=O)/C1=C/c1ccc(-c2ccc(Cl)c(C(=O)O)c2)o1	7.9	2.1	-10.0	nt	88.0	84.0	11.7	1.3	0.6
CCOC(=O)C1=C(C)NC(SC(C)=O)=NC1c1ccc(OC(C)=O)c(OC)c1 (stereo not given)	19.2	16.0	3.0	-3.5	103.0	104.0	-3.2	3.8	-4.4

Screening results: PubChem BioAssay, several laboratories
